# MLLE-PAM2 inh: blocks PAM2 peptide binding to the PABP1 MLLE domain; P11940; GST-MLLE / FITC-PAM2 fluorescence polarization; inhibition, % at 20 µM; 360,000 compounds, 0.36% hits; AID 588489; in the data active = inhibition above about 35%, passing the limit was not always enough;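 note: plate controls were DMSO wells with GST-MLLE for no effect and wells lacking GST-MLLE protein for full effect; some results filed as inactive read as strong as hits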
# E coli Lon inh: inhibits E. coli Lon protease | purified E. coli Lon protease, fluorescence polarization | 360,000 compounds, 0.42% hits | P0A9M0 | inhibition, % at 7.94 µM; in the data active = inhibition above about 13%, passing the limit was not always enough;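 note: 0% = enzyme with probe and DMSO and 100% = no enzyme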
# TbMetRS inhib: Trypanosoma brucei MetRS inhibition | purified T. brucei MetRS, ATP depletion, Kinase-Glo luminescence | inhibition, % at 11.9 µM | 360,000 compounds, 0.4% hits;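 active = inhibition above a per-plate cutoff of the control wells' mean inhibition plus 3 SD, cut at about 5.5% in these data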;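 note: 0% = DMSO wells median and 100% = median of wells with control inhibitor compound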
#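 System: purified T. brucei MetRS enzyme / Detection: Kinase-Glo luciferase luminescence reporting remaining unconsumed ATP / Medium: HEPES buffer with MgCl2, KCl, DTT, spermine, BSA, pyrophosphatase / Replication: singlicate, one well per compound / Evaluation: percent inhibition relative to median high and low control wells / Schedule: 2 h aminoacylation at 25 °C after 15 min preincubation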
# CSN inh: blocks human CSN-mediated cullin deneddylation; Q92905; Purified CSN, SCF-Nedd8-OG deneddylation, fluorescence polarization; inhibition, % at 12.5 µM; 360,000 compounds, 0.38% hits; AID 651999;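 active = pattern-corrected inhibition above about 35%, with an unprinted fluorescence ratio check between 0.5 and 1.5, limit read from the data, passing the limit was not always enough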;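 note: 0% = enzyme with substrate and 100% = substrate without enzyme; some results filed as inactive read as strong as hits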
#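 test system = HEK293T-derived human Csn5 enzyme | amount = 0.24 nM Csn5 enzyme, final concentration | medium = Tris/NaCl/DTT buffer, pH 7.5 | schedule = 90 min reaction at room temperature | signal = FP | evaluation = inhibition of Csn5 cleavage, % | compound dosing = single dose of 12.5 µM compound with 0.25% DMSO | probe or stimulus = 10 nM SCFSkp2-Nedd8OG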
# MsrA inh: bovine MsrA inhibition. AID 651718. 360,000 compounds, 0.75% hits. inhibition, % at 15.5 µM. purified bovine MsrA, absorbance read-out; in the data active = inhibition above about 4.5%;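 note: 0% = vehicle wells with enzyme and 100% = reference inhibitor wells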
# Rin1 Abl inh: human Rin1-Abl interaction inhibition; inhibition, % at 7.35 µM; P00519+Q13671; TR-FRET Rin1/Abl binding, biochemical; 360,000 compounds, 0.4% hits; in the data active = inhibition above about 5%, passing the limit was not always enough
# bovine MsrA act: activates bovine MsrA enzyme. 360,000 compounds, 0.3% hits. activation, % at 10.6 µM. AID 602163. purified bovine MsrA, absorbance read-out; in the data active = activation above about 7.5%;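 note: 0% = vehicle and 100% = reference activator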
# FAS TE block: inhibitors of human fatty acid synthase thioesterase domain; inhibition, % at 15 µM; P49327; AID 602261; recombinant FAS-TE, OMFH fluorogenic substrate, fluorescence endpoint; 360,000 compounds, 0.67% hits;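 active = compounds whose normalised, plate-corrected inhibition of enzyme fluorescence in the single-dose primary screen is 50% or more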;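 note: 0% = DMSO with enzyme and 100% = substrate without enzyme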
# Neddylation inh: blocks human cullin neddylation; P61081+Q13564; TR-FRET cullin neddylation, biochemical; calls only at 25 µM; 360,000 compounds, 0.58% hits; AID 651699; in the data active = inhibition above about 36%
# The depositor's hits bear a star; i = inactive; . = no result given.
SMILES,MLLE-PAM2 inh,E coli Lon inh,TbMetRS inhib,CSN inh,MsrA inh,Rin1 Abl inh,bovine MsrA act,FAS TE block,Neddylation inh
CC1(C)Cc2nc3sc(C(=O)NCCCO)c(N)c3cc2CO1,25.8,4.8,-0.2,1.2,0.0,-0.5,-0.1,-2.3,i
COc1ccc2nc3oc(C(=O)N4CCC(C(N)=O)CC4)cc3cc2c1,-1.1,-3.2,-1.2,-5.6,1.6,-1.6,-14.0,-8.8,.
CCC(=O)Nc1nnc(SCCN2CCOCC2)s1,13.3,-1.9,-0.8,-2.6,0.1,0.3,-3.8,-7.3,i
CCc1cc(OCCCSc2nc(C)cc(=O)[nH]2)ccc1Cl,-0.3,6.2,-0.3,-0.2,-1.2,-0.8,-1.3,9.7,i
COc1ccc(CNC(=O)c2ccc(CS(=O)(=O)c3ccc(OC)cc3)o2)cc1,-2.0,1.0,0.3,2.2,2.7,-3.4,-7.4,-8.4,i
C=CCc1ccccc1OCCn1nnc2ccccc21,11.2,1.0,0.9,2.7,-0.7,-4.8,-1.6,8.5,i
CC(C)Cn1nnc2c(=O)oc3ccccc3c21,-3.2,-6.8,-0.1,2.6,0.1,4.5,-1.9,-3.3,i
CC1=CC(=O)C=C(C)C1=NOc1ccc([N+](=O)[O-])cc1,23.1,3.6,-0.2,1.7,-0.4,1.0,-3.1,5.4,i
COc1ccc(-c2cn(-c3ccc(SC(F)F)cc3)c3[n+]2CCC3)cc1OC,27.0,3.6,0.2,-5.7,-1.2,-0.5,2.9,-12.5,i
CCOC(=O)c1oc2c(CN3CCN(CCO)CC3)c(O)c(CC)cc2c(=O)c1-c1nc2ccccc2s1,-2.0,1.1,-1.4,-6.1,0.6,1.9,-14.1,-1.0,i
CC(C)(C)OC(=O)NCCCCCc1nnc(SCC(=O)Nc2cccc(Cl)c2)o1,-3.2,-0.4,-1.0,0.6,-0.6,-3.2,-6.0,10.6,i
Fc1ccccc1N1CCN(C(c2ccncc2)c2nnnn2C2CCCC2)CC1 (centres undefined),22.8,2.4,0.2,-5.0,-0.2,3.5,-0.9,-3.6,i
O=C(Nc1ccc(N2CCOCC2)c(Cl)c1)c1ccc([N+](=O)[O-])o1,7.7,-0.7,-0.4,-2.5,2.7,-4.7,0.4,7.7,i
COC(=O)CC1COc2ccccc2N1C(=O)c1ccc(OC)cc1 (centres undefined),-5.4,0.3,-0.9,-0.2,0.2,-2.6,-0.8,0.6,i
CCN(CC(=O)Nc1c(F)cccc1F)C(=O)c1ccc(COc2ccccc2)o1,9.3,3.0,-0.5,5.5,0.4,-1.2,-4.0,-5.1,i
Cc1nn(-c2ccccc2)c(C)c1NC(=O)COC(=O)c1cc([N+](=O)[O-])ccc1NCCO,1.9,0.9,-0.3,2.6,1.8,1.2,-2.7,22.1,i
COc1cccc(CNC(=O)CCl)c1,-1.8,-4.1,0.1,1.3,-1.1,-1.8,-3.4,-13.0,i
COC(=O)c1nc2n(n1)C(c1cccc(Cl)c1)C1=C(CCCC1=O)N2 (centres undefined),-1.5,-5.3,0.6,1.4,0.2,5.4,-2.0,-6.0,i
Cc1cc(Nc2ccc(Br)cc2)nc2ccccc12,-8.4,-3.4,2.7,2.6,-0.7,0.2,-2.9,36.8,i
O=C(COc1cccc2c1CCNC2=O)NC1CCCCC1,1.8,-8.6,-0.3,3.5,-0.1,-3.4,-2.6,-5.4,i
Cc1ccc(C)c(S(=O)(=O)Nc2cccc(-n3cnnn3)c2)c1,12.2,-11.2,-0.1,-7.4,-0.1,1.1,-3.4,4.5,i
C[C@]1(C2CCCC2)Cc2cc(OCC(=O)O)c(Cl)c(Cl)c2C1=O,7.3,-5.4,-0.2,-1.1,-1.2,0.4,0.8,0.0,i
Cc1ccc(CN2CCNC(=O)C2CC(=O)N(C)C2CCOCC2)cc1 (centres undefined),5.2,-1.2,-0.1,-3.0,-0.6,1.4,0.7,-3.8,i
O=C(CNc1ccc(Cl)c(C(F)(F)F)c1)N1CCN(S(=O)(=O)c2ccccc2)CC1,-116.7,0.8,-0.2,-3.7,-0.4,-0.6,-1.7,26.2,i

# Taken from above:
# CC1=CC(=O)C=C(C)C1=NOc1ccc([N+](=O)[O-])cc1 – MLLE-PAM2 inh: 23.1
# Cc1ccc(CN2CCNC(=O)C2CC(=O)N(C)C2CCOCC2)cc1 (centres undefined) – CSN inh: -3.0
# C=CCc1ccccc1OCCn1nnc2ccccc21 – Rin1 Abl inh: -4.8

# (cont.)
SMILES,MLLE-PAM2 inh,E coli Lon inh,TbMetRS inhib,CSN inh,MsrA inh,Rin1 Abl inh,bovine MsrA act,FAS TE block,Neddylation inh
Cc1cc(C)n2nc(C(=O)OCC(=O)Nc3ccc(C)c(F)c3)nc2n1,-12.0,8.1,-0.3,-5.5,0.0,-1.4,-9.8,-5.5,i
Cc1ccccc1N1CCN(C2CCCN(C(=O)CCC(=O)N(C)C)C2)CC1 (centres undefined),-15.7,-0.4,0.3,1.8,0.9,-0.7,-5.4,-5.3,i
O=C(COC(=O)COc1ccccc1)Nc1ccc(OC(F)(F)F)cc1,3.7,-2.1,0.4,-1.3,-1.0,0.5,-0.5,-1.3,i
CCC(C)(C)c1ccc(OCCN2C(=O)NC(C)(C)C2=O)cc1,-1.8,6.9,-0.6,4.6,-1.3,-5.5,1.0,4.9,i
COc1ccc(S(=O)(=O)N2CCN(c3nn(C)c(=O)n(C)c3=O)CC2)cc1,-4.2,-4.0,-0.4,0.1,0.7,-1.7,-2.2,0.4,i
COCCNc1nc2c(-c3cccc(C(F)(F)F)c3)nnn2c2ccccc12,6.2,3.0,-0.3,-2.5,-1.2,-3.3,-3.4,3.4,i
COc1ccc(C(=O)Nc2ccc(N3CCOCC3)cc2)cc1OC,-0.2,-14.8,-1.3,-3.0,-1.2,-1.5,-3.3,-4.0,i
C=CCNC(=O)O/N=C/c1csc([N+](=O)[O-])c1,4.8,-4.0,0.1,1.6,-0.2,-2.6,-1.3,0.1,i
CC(C)(C)c1ccc(C(O)CCCN2CCC(C(O)(c3ccccc3)c3ccccc3)CC2)cc1 (centres undefined),6.6,-2.2,-1.2,0.6,-1.2,-4.0,-1.7,-2.1,i
COc1ccc(-c2sc3ccccc3c2-c2ccc(OC)cc2F)cc1,.,-4.2,-0.7,-1.3,0.6,.,-4.2,20.3,i
CCCSc1nc(C)c(-c2csc(C(C#N)=C3CCCC3)n2)cc1C#N,-26.8,-20.1,-0.3,45.1*,0.3,-3.2,-0.5,28.4,i
Cc1ccc(-c2ccc(=O)n(Cc3ccc(F)cc3)n2)cc1,7.4,-0.2,-0.1,-4.5,-0.9,1.9,-1.5,20.8,i
CN(CC(=O)NCc1ccccn1)S(=O)(=O)c1ccc2ccccc2c1,9.7,3.0,0.4,0.0,1.4,1.8,-0.7,-2.6,i
COc1ccc(-n2c(Cn3nnc4ccccc43)n[nH]c2=S)cc1,-8.2,-16.2,-1.2,0.3,-0.1,-0.6,-8.3,-8.7,i
COc1ccc(NC(=O)c2cc3sccc3n2Cc2ccc(F)cc2)cc1OC,-7.8,4.5,0.4,0.6,1.4,2.5,-0.8,23.7,i
O=C(COc1ccccc1)Nc1ccc(N2CCN(C(=O)c3ccco3)CC2)cc1,-2.4,9.2,-1.6,4.1,-0.7,-1.7,-8.2,-3.9,i
Cc1cc([N+](=O)[O-])nn1CC(=O)NCCCN1CCOCC1,7.1,7.5,-0.1,5.9,-0.3,3.4,-2.0,-6.4,i
COc1ccc(NC2CCCN(Cc3cccc4cnccc34)C2)cc1 (centres undefined),-8.9,5.6,0.1,0.1,1.2,-1.9,-0.8,-1.5,i
O=C(Nc1cccc(Cl)c1)Nc1csc([N+](=O)[O-])c1,-4.7,-3.2,2.8,-6.1,0.6,-0.2,-0.2,32.8,i
CCCc1ccccc1OCCNC(=O)c1cc(=O)n(C)c(=O)n1C,14.4,-7.1,-0.5,2.7,0.8,-0.7,-5.3,-5.4,i
CCN1CCN(S(=O)(=O)c2ccc(Cl)c(C(=O)N(C)Cc3ccco3)c2)CC1,8.9,-10.1,-0.2,-0.1,-0.6,-1.4,-4.3,-4.5,i
CN(CC(=O)Nc1cccc(F)c1)C(=O)c1ccc2c(c1)OCCO2,-74.8,15.2,0.2,-5.8,1.4,-0.3,-1.5,-4.5,i
Cc1ccnc(NC(=O)CCC(=O)N(CC(=O)NC(C)(C)C)c2ccc(F)c(Cl)c2)c1,6.7,-5.4,0.5,-8.7,-1.1,2.5,-3.3,3.4,i
O=C(COc1ccc2c(-c3ccccc3)cc(=O)oc2c1)N[C@@H](Cc1c[nH]c2ccc(O)cc12)C(=O)O,1.9,-10.3,0.7,1.9,2.9,-3.3,-2.1,74.2*,i
Cc1cc(C)nc(SCNC(=O)c2ccccc2)n1,43.1*,-2.4,-0.1,4.6,1.5,2.6,3.5,-2.3,i
CCOc1ccc(N(C)C(=O)CCc2nnc3ccc(N4CCOCC4)nn23)cc1,-9.8,-6.5,-0.4,-0.7,2.2,-1.2,-4.5,-4.0,i
Cc1cc2nc(-c3ccccc3)c(Cc3cccc(F)c3)n2c(C)c1Br,2.2,-6.3,-0.2,-4.0,-0.1,0.3,-4.6,9.2,i
c1ccc(CN2CCC(Nc3ncnc4sccc34)CC2)cc1,-1.9,8.3,-1.4,1.1,-1.2,-1.6,-8.1,-6.0,i
O=C1C(Cl)=C(Nc2cccc(O)c2)C(=O)N1Cc1ccccc1,6.7,-0.9,0.7,1.0,0.3,3.9,-3.5,-2.2,i
CCCCNC(=O)N(O)C1N(/N=C/c2ccc(N(C)C)cc2)C(=S)SC1(C)C (centres undefined),4.2,-0.3,-0.6,3.4,2.5,-2.0,-5.2,1.1,i
CCN(CC)c1ccc(C(NC(C)=O)NC(C)=O)cc1,-4.5,0.8,-1.1,2.3,-0.5,-1.0,-5.2,-5.7,i
c1ccc(-c2csc(NNC3=NCCCCC3)n2)cc1,26.6,2.5,-1.0,-3.1,-0.1,0.7,-2.3,-4.9,i
COc1ccc(NC(=O)c2ccc(-n3c(C)ccc3C)cc2)c(OC)c1,-16.5,3.9,-0.7,-1.1,-0.3,-4.6,-3.7,6.3,i
O=C(NNc1ccc(F)cc1)c1c(F)cccc1Cl,-1.1,4.4,-0.4,1.7,-1.4,-3.3,-7.9,-3.0,i

# Marked active in MLLE-PAM2 inh, of those listed so far:
Compound	MLLE-PAM2 inh	E coli Lon inh	TbMetRS inhib	CSN inh	MsrA inh	Rin1 Abl inh	bovine MsrA act	Neddylation inh
Cc1cc(C)nc(SCNC(=O)c2ccccc2)n1	43.1*	-2.4	-0.1	4.6	1.5	2.6	3.5	i

# Pulled one by one from the entries so far (three):
SMILES,MLLE-PAM2 inh,E coli Lon inh,TbMetRS inhib,CSN inh,MsrA inh,Rin1 Abl inh,bovine MsrA act,FAS TE block,Neddylation inh
O=C(NNc1ccc(F)cc1)c1c(F)cccc1Cl,-1.1,4.4,-0.4,1.7,-1.4,-3.3,-7.9,-3.0,i
CCN(CC)c1ccc(C(NC(C)=O)NC(C)=O)cc1,-4.5,0.8,-1.1,2.3,-0.5,-1.0,-5.2,-5.7,i
COc1ccc(NC(=O)c2ccc(-n3c(C)ccc3C)cc2)c(OC)c1,-16.5,3.9,-0.7,-1.1,-0.3,-4.6,-3.7,6.3,i

# High-throughput results from PubChem BioAssay.

# Random draw from the library; any-hit rate near 4%.
